Screening results: PubChem, National Center for Advancing Translational Sciences (NCATS)
Pf Dd2 inh – Plasmodium falciparum Dd2 growth inhibition; P. falciparum Dd2 growth, SYBR Green, 72 h; Potency, µM (titrated, usually from 28.9 µM), for the others: at the top dose activity, negative = inhibition, usual class: inhibitors; 4.3% of 120,000 active; active means well fitted inhibition curve with a large enough effect; inconclusive means small, poorly fitted or top-dose-only effect; inactive means no such curve, though single readings can be large or run the other way;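 further: plate controls were DMSO vehicle for no effect and reference drug for full effect; nearly all actives have a fitted effect of over 65% in size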
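Infected erythrocytes (Dd2, 0.3% parasitemia, 2.5% hematocrit final) are added to compound in RPMI-1640/Albumax II medium, grown 72 h at 37C in low oxygen, then lysed with saponin/Triton-X containing SYBR Green and read by fluorescence.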
* = called active by the depositor; i = inactive; ? = inconclusive; [ ] = dose if it differs, or a comment. Potency means the concentration at half of the fitted maximal effect. Not all compounds are listed. The share of hits here may be higher or lower than overall.

SMILES | Pf Dd2 inh
Cc1cc(C)n(CCC(=O)N[C@@H]2CN(Cc3ccccc3)C[C@H]2CN(C)C)n1 | -29%
Cc1ccc(C)c(-c2cc3c(=O)n(CCNC(=O)c4cccs4)ccn3n2)c1 | -3%
O=C(c1c(OCC2CC2)cc(=O)n2c1CCOCC2)N1CCN(c2ncccn2)CC1 | 10%
O=C(NCCc1ccco1)C1c2ccccc2C(=O)N(Cc2ccccc2)C12CCCC2 (stereo not given) | ?
CCc1ccc(CNc2nc3nc(C)c(Cc4ccccc4)c(=O)n3[nH]2)cc1 | 39%[activator]
CCOC(=O)c1sc(N2C(=O)c3oc4ccc(F)cc4c(=O)c3C2c2cccc(OC)c2)nc1C (stereo not given) | -32%
C=CCCC(=O)N1CCC2(CCCN(Cc3cccc(F)c3F)C2=O)C1 (stereo not given) | -6%
Cc1cc(N2CCC(NC(=O)c3ccc4nc[nH]c4c3)C2=O)ccc1F (stereo not given) | -12%
COc1ccc(-c2nc(C)nc3c2CCN(CCC(C)C)CC3)cc1 | -15%
COc1cccc(NC(=O)c2ccc3c(c2)C(O)CCCCCN3C)c1 (stereo not given) | -9%
CC(C)Oc1ccc(CNC(=O)c2ccc(NC(=O)c3nsc4ccccc34)cc2)cc1 | ?
NC(=O)CN1CCCC(C(=O)N2CCC(O)(c3cccnc3)CC2)C1 (stereo not given) | 10%
O=C1NCCCCCCN(C(=O)Nc2ccccc2F)[C@H]2CCC[C@@H]12 | -19%
Cc1[nH]cnc1-c1nccn1CCCNc1cccnc1 | -11%
COc1ccc(C(=O)N2CCC3(CC2)NC(=O)N(Cc2cccc(Cl)c2)C3=O)cc1 | i
CC(C)c1ccc([S+](=O)([O-])c2nnn3c2nc(NC2CC2)c2ccccc23)cc1 | -5%

A stretch from the list above, for reference:
SMILES | Pf Dd2 inh
Cc1cc(N2CCC(NC(=O)c3ccc4nc[nH]c4c3)C2=O)ccc1F (stereo not given) | -12%
COc1ccc(-c2nc(C)nc3c2CCN(CCC(C)C)CC3)cc1 | -15%
COc1cccc(NC(=O)c2ccc3c(c2)C(O)CCCCCN3C)c1 (stereo not given) | -9%
CC(C)Oc1ccc(CNC(=O)c2ccc(NC(=O)c3nsc4ccccc34)cc2)cc1 | ?
NC(=O)CN1CCCC(C(=O)N2CCC(O)(c3cccnc3)CC2)C1 (stereo not given) | 10%
O=C1NCCCCCCN(C(=O)Nc2ccccc2F)[C@H]2CCC[C@@H]12 | -19%

The listing continues.
SMILES | Pf Dd2 inh
O=C1Nc2ccccc2CC12CN(CC1CCOCC1)C2 | ?
Cc1nc(-c2ccc(S(=O)(=O)NCc3ccccc3Cl)cc2)co1 | 9%
CC1=NS(=O)(=O)N(Cc2ccccc2)C=C1C(=O)OCc1nc(-c2cccs2)no1 | ?
Cn1cccc1CN1CCC2(C1)C(=O)N(Cc1ccccc1)c1ccccc12 (stereo not given) | -2%
Cc1ccc(Cl)cc1N1CCN(C(=O)Cn2cnc3onc(-c4ccc(F)cc4)c3c2=O)CC1 | 13%[5.79 µM]
CCOc1cc(CNC(=O)CN2CCSc3ccccc32)cc(OCC)c1OCC | 8%
CCN1C(=O)COC[C@@H]1[C@H](O)c1ccc(NC(=O)c2ccnc(Cl)c2)cc1 | -6%[44.1 µM]
Cc1ccc(-c2noc([C@@H]3C[C@H](NS(=O)(=O)c4ccc(Cl)cc4)CN3C)n2)cc1 | ?
CCc1cccc(NC(=O)CCn2ccn3nc4c(c3c2=O)CCCC4)c1 | i
CNC(=O)N1CCCC1c1nc(C2CN(C(=O)c3cnccn3)C2)no1 (stereo not given) | ?
Cn1cc(CN2CCN3C(=O)N(Cc4ccccn4)C[C@H]3C2)cn1 | i
O=C(NCc1cccc(F)c1)C1CC(c2ccccc2)CN(C(=O)c2ccc(F)cc2)C1 (stereo not given) | i
CC(C)NC(=O)Cc1ccc(N(Cc2ccc(F)cc2)C(=O)c2ccco2)cc1 | i
O=c1c2c(n(Cc3cccnc3)n1-c1ccccc1)CN(CC1CCOC1)CC2 (stereo not given) | 9%[44.1 µM]
CC(C)CCNC(=O)C1Cn2cccc2C(=O)N1CC(C)C (stereo not given) | 6%
CC1=NOC2(CCCN(C(=O)Cc3ccccc3)C2)C1 (stereo not given) | 6%[44.1 µM]
O=[S+]([O-])(c1ccccc1)N1CC(Oc2ccc3c(c2)OCO3)C1 | -6%
Cc1ccc(S(=O)(=O)c2cn(C)c3cc(N4CCOCC4)c(F)cc3c2=O)c(C)c1 | ?
O=C(Nc1ccc2oc(-c3ccc4ccccc4c3)nc2c1)c1cccc(Cl)c1Cl | 102%[activator]
O=C(c1ccccc1)N1CCC(Oc2cccc(F)c2)C1 (stereo not given) | ?
Cc1ccc(-n2c(C3CCN(C(=O)c4ccc(OC(F)(F)F)cc4)CC3)n[nH]c2=O)cc1 | ?
Cc1cc(=O)[nH]c(NCCNC(=O)c2cccc(CCC(C)(C)O)c2)n1 | -9%
CCn1ccc2cc(S(=O)(=O)N3CCCN(C(=O)Nc4ccccc4C(F)(F)F)CC3)ccc21 | 9%
CCc1noc(-c2cccn3c(CNC(=O)CCc4cccc(OC)c4)nnc23)n1 | i
COc1cccc(S(=O)(=O)N2CCCC(Cc3nncn3CC3CC3)C2)c1 (stereo not given) | -18%
CN(Cc1ccccc1)Cc1nnc(C(=O)N2CCC[C@@H]2c2cccc(F)c2)n1-c1ccccc1 | i
COc1ccc(-c2cc(C(=O)Oc3ccc(Br)cc3)c3ccccc3n2)cc1 | 6%
CCc1nn(CC(=O)Nc2cccc(C(C)=O)c2)c(=O)c2cc3sccc3n12 | ?
COc1ccc(-c2cn3cc(C(=O)NCCO)nc3c(=O)n2CC2CC2)c(F)c1 | -30%
Cc1ccc(C(=O)N2CC3(C2)C(=O)Nc2ccccc23)cc1 | 2%[44.1 µM]
Cc1cccc(C)c1NC(=O)Cn1ccn2nc3c(c2c1=O)CCCCC3 | i
Cc1noc2ncnc(N3CCC4(CC3)CC(c3ccccc3)CN(C)C4)c12 (stereo not given) | 11µM*
O=S(=O)(c1ccccc1)c1nnn2c1nc(NCc1ccc(Cl)cc1)c1sccc12 | 2%
CC1=C[C@@H](CNC(=O)c2ccccn2)[C@H](C(C)C)C[C@H]1Cc1nnc(-c2ccncc2)o1 | ?
CCOc1ccccc1CNCc1c(C(=O)O)n(Cc2ccccc2)c2cc(OC)ccc12 | -17%
CCN(C(=O)c1cc2c(=O)oc3ccccc3c2s1)c1cccc(C(F)(F)F)c1 | -4%
Cc1ccc(NC(=O)N2CC(C(=O)N(C)C)C3(CCOCC3)C2)c(Cl)c1 (stereo not given) | 3%
O=C(c1nnc(CN2CCN(c3ccccn3)CC2)n1-c1ccccc1)N1CCC[C@@H]1c1nc2ccccc2[nH]1 | -9%
CCc1ccc(NC(=O)c2cnn(-c3c(C)cccc3C)c2C2CCN(C(=O)OC(C)(C)C)CC2)cc1 | -10%
COc1c(F)cc(CN(CCO)Cc2ccc(SC)cc2)cc1Cl | -12%

Gathered by group, those above containing a furan ring, fused or not (two)
SMILES | Pf Dd2 inh
O=C(NCCc1ccco1)C1c2ccccc2C(=O)N(Cc2ccccc2)C12CCCC2 (stereo not given) | ?
CC(C)NC(=O)Cc1ccc(N(Cc2ccc(F)cc2)C(=O)c2ccco2)cc1 | i

New compounds follow:
SMILES | Pf Dd2 inh
CS(=O)(=O)N1CCC(Oc2ccccc2-c2nc(C3CC3)no2)C1 (stereo not given) | i
C#C[C@H]1CN2CC[C@H]1C[C@@H]2CNC(=O)c1ccc2c(c1)OCO2 | i
CN(C)C(=O)c1cc(C(C)(C)C)nc2c1cnn2C | 2%[44.1 µM]
COc1ccc(-n2nc(C3CCN(Cc4ccc(C#N)cc4)CC3)[nH]c2=O)cc1 | i
Cc1ccc(-c2nnc(Nc3ccc(S(N)(=O)=O)cc3)c3ccccc23)cc1S(=O)(=O)N1CCCCC1 | 19%
Cc1cccc(C(=O)N2CC(N(C)Cc3cccnc3)C2)c1 | -5%
O=S(=O)(NCCS(=O)(=O)N1CCN(c2ccccc2)CC1)c1ccc(Cl)cc1 | i
O=C(NCc1ccc(Cl)nc1)c1cnn2c1CN(C(=O)c1ccccc1F)CC2 | 33%[activator]
CC(C)C[C@@H]1N[C@H](C(=O)NCc2ccncc2)Cc2cn(Cc3ccncc3)c3cccc1c23 | ?
COCCNC(=O)[C@H]1C[C@H](Oc2ccccc2)CN1C(=O)COc1ccc(F)cc1 | -13%
Cc1cccc(C(=O)N2CCCC2c2nc(C3CCOCC3)no2)c1 (stereo not given) | -8%
COc1ccc(-c2nc(C(N)=O)c3c(n2)n(-c2ccccc2OC)c(=O)n3C)c(OC)c1 | 19%
CCOCCN1C(=O)COC[C@@H]1[C@H](O)c1ccc(NC(=O)CC(C)(C)C)cc1 | -15%[44.1 µM]
CCC(Cn1nnc2ccccc2c1=O)NC(=O)Nc1cc(C)cc(C)c1 (stereo not given) | -7%
CCCS(=O)(=O)N1CCC(N2C(=O)[C@H](OCCOC)[C@@H]2c2ccncc2)CC1 | -16%
CCc1ccc(N=C2NC(=O)CC(C(=O)Nc3ccc(OC)cc3)S2)cc1 (stereo not given) | ?
COc1ccc(C2(CNC(=O)C(=O)Nc3cccc(C(F)(F)F)c3)CCCC2)cc1OC | ?
CCN(CC)c1cc(CCC(=O)NCc2ccc(Cl)cc2)ccn1 | 5µM*
Cc1ccc(CN2C(=O)C(O)(c3c(C)[nH]c4ccccc34)c3ccccc32)cc1 (stereo not given) | -14%
Cc1n[nH]c(C)c1CCC(=O)N1CCCC(c2ccc(C(=O)O)cc2)C1 (stereo not given) | -2%
CCN1CCN(C(=O)Cn2ncc3c4ccccc4n(Cc4c(C)cc(C)cc4C)c3c2=O)CC1 | 13µM*
CC1CCC2(CC1)OCC(C(=O)NCC1CC1)N2C(=O)c1ccc(F)cc1 (stereo not given) | -8%
CC(C)(C)N1CC(C(=O)NCCc2nc(Cc3ccccc3)no2)CC1=O (stereo not given) | -6%
O=C(c1cnccn1)N1CCC2(CN[S+](=O)([O-])c3cnccc3O2)C1 (stereo not given) | 48%[activator]
O=C1CC2(CCN(S(=O)(=O)c3cccc4nsnc34)C2)C(=O)N1 (stereo not given) | -5%
CC(C)OCCCNC(=O)CCCn1c(=O)[nH]c2ccsc2c1=O | -9%
Cc1ccc(C(=O)NCc2nnnn2-c2ccccc2)cc1N1CCNC1=O | 7%
CCOc1ccccc1NC(=O)NC(CC)c1c(-n2cccc2)sc2c1CCN(C)C2 (stereo not given) | ?
CCOc1ccc(CNC(=O)C2(c3ccc(NC(C)=O)cc3)CCCCC2)cc1 | 5%
Cc1ccc(CNC(=O)CC2Sc3ncccc3N(C)C2=O)o1 (stereo not given) | -20%
CS(=O)(=O)Nc1ccccc1C(=O)OCc1cc(=O)n2nc(C3CCCCC3)sc2n1 | i
Cc1nn(-c2ccc(N3CCOCC3)nn2)c(C)c1CCC(=O)NCc1ccccc1 | 43%[activator]
COCCN1Cc2ccc(NCC(C)C)nc2C(C)(C(=O)NC2CC2)C1 (stereo not given) | i
Cc1nc2c(c(=O)[nH]1)CCN(C(=O)C1(C)CCc3c(C)c(O)c(C)c(C)c3O1)C2 (stereo not given) | -20%
Cc1cc(NC(=O)n2ncc3c(C)cccc32)ccc1Br | 41%[activator]
CCN(C(=O)c1cnc(-c2cccs2)[nH]c1=O)C1CCS(=O)(=O)C1 (stereo not given) | 3%
O=C1NC2(CCN(C(=O)c3cccnc3)CC2)COc2ccccc21 | ?
COc1ccc(-c2nn(-c3ccccc3C)cc2CN(C)Cc2nonc2C)cc1F | ?
C=CCN(CC=C)C(=O)c1ccc(CN2C(=O)NC3(CCS(=O)(=O)CC3)C2=O)cc1 | -18%
COc1ccccc1NC(=O)c1sc(-c2ccc(Cl)cc2)cc1N | 27%[5.79 µM]
CCCCN(C)S(=O)(=O)c1cc(-c2nnc3c4ccccc4c(C)nn23)ccc1C | ?
CCOc1ccc(CNC(=O)C2CCCN(S(=O)(=O)N(C)c3ccc(F)cc3)C2)cc1OC (stereo not given) | ?
Cc1ccccc1CNC(=O)Cn1ncn2nc(-c3cccs3)cc2c1=O | 44%[activator]
COc1ccc(-c2nc3c4cnn(-c5ccccc5F)c4ncn3n2)cc1 | 33%[activator]
O=C(NCCOCCn1c(=O)oc2ccccc21)Nc1ccc(F)cc1 | 3%
COCCOCC(=O)N1[C@H]2CC[C@@H]1c1cnc(-c3ccc(F)cc3)nc1C2 | 16%
NC(=O)[C@@H](Cc1ccccc1)NC(=O)C1=C[C@@H](NS(=O)(=O)c2cccs2)[C@@H](O)[C@H](O)C1 | -13%
Cc1ccc(CNc2nc3ccc(C)cc3n3nnnc23)cc1 | 1%
Cc1ccc(S(=O)(=O)N(CC(=O)NCCc2ccc(Cl)cc2)c2ccccc2C)cc1 | i
COc1cccc(C(=O)N2CCC3(CC2)CCN(Cc2cccs2)c2ccccc2O3)c1 | ?
CCOc1cc(CNC(=O)c2cc(-c3ccccc3)n[nH]2)cc(OCC)c1OCC | -29%
Cc1ccc(C(=O)N2CCC(CCC(=O)NC3CCCCCC3)CC2)cc1 | -5%
Cc1ccc2c(CC(=O)Nc3cc(C(F)(F)F)ccc3Cl)coc2c1C | ?
Cc1cc(CN2CCCC3(C2)NC(=O)c2ccccc2O3)no1 (stereo not given) | -22%[44.1 µM]
COCCN1Cc2ccc(NCc3ccccc3)nc2C(C)(C(=O)Nc2ccn(C)n2)C1 (stereo not given) | i
